Screens from PubChem.
TDP1 cell noCPT: qHTS for Inhibitors of human tyrosyl-DNA phosphodiesterase 1 (TDP1): qHTS in cells in absence of CPT; 420,000 tested, 15% active; DT40 Tdp1-/- hTDP1 cells, no CPT, ATP luminescence, 48 h; Potency, µM (titrated, usually from 46.2 µM), for the others: at the top dose activity change, negative = growth inhibition, hits mostly inhibitors; AID 686978, 2013; note: nearly all actives have a fitted effect of over 55% in size
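Chicken DT40 Tdp1-/- cells stably complemented with human TDP1 were seeded at 400 cells/well with DMSO in place of 20 nM camptothecin. After compound pinning, cells grew at least 48 hr at 37 °C; viability read by CellTiter-Glo luminescence.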
TDP1 cell CPT: qHTS for Inhibitors of human tyrosyl-DNA phosphodiesterase 1 (TDP1): qHTS in cells in presence of CPT | Potency, µM (series often up to 46.2 µM), without a hit: at the highest dose activity change, negative = growth inhibition, actives largely listed as inhibitors | chicken DT40 Tdp1-/-;hTDP1 cells + 20 nM CPT, ATP luminescence, 48 h | 420,000 tested, 12% active | AID 686979, 2013; note: nearly all actives have a fitted effect of over 55% in size
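Chicken DT40 Tdp1-/- cells complemented with human TDP1, 400 cells/well, exposed to compounds plus 20 nM camptothecin for at least 48 h at 37 C; viability read as ATP content by CellTiter-Glo luminescence.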
GCN5L2 inh: qHTS Assay for Inhibitors of GCN5L2 | 390,000 tested, 0.21% active | Histone acetyltransferase KAT2A (Homo sapiens), Q92830 | Potency, µM (titrated, usually from 58.9 µM), for the others: top-dose activity change, negative = inhibition, usual class: inhibitors | GCN5L2 HAT assay, ThioGlo1 CoA-SH fluorescence
Target sequence (Q92830 whole entry, looked up): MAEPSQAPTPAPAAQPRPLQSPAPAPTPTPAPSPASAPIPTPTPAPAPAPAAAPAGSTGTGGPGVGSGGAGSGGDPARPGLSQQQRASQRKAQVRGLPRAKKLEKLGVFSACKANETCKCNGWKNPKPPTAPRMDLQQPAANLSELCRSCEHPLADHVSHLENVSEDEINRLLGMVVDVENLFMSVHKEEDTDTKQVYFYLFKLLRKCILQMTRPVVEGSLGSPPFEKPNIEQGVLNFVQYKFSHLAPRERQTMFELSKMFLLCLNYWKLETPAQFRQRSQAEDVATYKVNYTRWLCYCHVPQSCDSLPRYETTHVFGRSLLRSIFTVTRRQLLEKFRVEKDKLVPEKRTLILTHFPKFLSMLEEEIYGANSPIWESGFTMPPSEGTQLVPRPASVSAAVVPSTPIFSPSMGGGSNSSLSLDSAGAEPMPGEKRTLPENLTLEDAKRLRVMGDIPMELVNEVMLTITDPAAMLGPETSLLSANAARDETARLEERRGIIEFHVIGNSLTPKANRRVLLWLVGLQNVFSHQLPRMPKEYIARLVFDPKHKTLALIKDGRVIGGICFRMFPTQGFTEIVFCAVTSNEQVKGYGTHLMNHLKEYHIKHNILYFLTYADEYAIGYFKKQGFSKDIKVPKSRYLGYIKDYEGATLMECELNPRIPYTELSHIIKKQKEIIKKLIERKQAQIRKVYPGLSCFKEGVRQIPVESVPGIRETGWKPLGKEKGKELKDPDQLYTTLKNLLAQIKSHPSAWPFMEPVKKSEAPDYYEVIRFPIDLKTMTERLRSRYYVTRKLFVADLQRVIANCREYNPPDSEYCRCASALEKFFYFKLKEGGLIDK
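GCN5L2 (20nM final) in 50mM HEPES, 0.1mM EDTA pH 7.5, 0.01% Tween-20 was preincubated 15 min at room temperature with compound, then given ThioGlo1 (50uM), H3(1-25) peptide (75uM) and acetyl-CoA (70uM); CoA-thiol fluorescence (Ex340/Em540) was read at 0 and 20 min.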
* marks the source's active call; other numbers are inactive results; ? = inconclusive; . = not tested or not shown; [ ] = another dose, or the depositor's remark. Calls come from the whole dose curve; as a rule, active = well fitted curve in the direction sought with a large enough effect; inconclusive = small, poorly fitted or top-dose-only effect, or another doubt; inactive = no such curve, though single readings can be large; an effect the other way counts as inactive or inconclusive. % is set by controls: 0 for no effect and ±100 for the full control effect; potency is the fitted concentration of half-maximal effect.

smiles,TDP1 cell noCPT,TDP1 cell CPT,GCN5L2 inh
Cc1ccccc1-c1nc(C#N)c(N2CCC(C)CC2)o1,-28.0%,-24.6%,-2.3%
Cc1onc(-c2c(F)cccc2Cl)c1C(=O)Nc1cccc2nsnc12,3.66µM*,16.4µM*,-11.0%
c1csc(C2=NNC(=NC3CCCCC3)SC2)c1,23.1µM*,?,-14.4%
O=C(CSc1cn(CC(=O)N2CCCCC2)c2ccccc12)NCc1ccc(F)cc1,?,?,0.2%
CC(=O)C(C)n1c(CN(C)Cc2ccccc2)nc2c1c(=O)n(C)c(=O)n2C (stereo unspecified),8.2µM*,8.2µM*,-1.7%
Cn1c(=O)c(C(=O)Nc2ccccn2)c(O)c2ccccc21,?,?,-10.5%
COc1ccc(S(=O)(=O)Cc2ccc(C(=O)N3CCN(C4CCCCC4)CC3)o2)cc1,-25.9%,-22.2%,0.3%
COc1ccc(S(=O)(=O)N2CCN(c3ccccc3)CC2)cc1OC,?,9.2%,.
CCN(C(=O)COC(=O)c1cc(=O)[nH]c2ccccc12)c1c(N)n(Cc2ccccc2)c(=O)[nH]c1=O,21.4%,-2.5%,.
COc1ccc(Cl)cc1S(=O)(=O)N1CCCC(C(=O)NCC(N)=O)C1 (stereo unspecified),-2.6%,3.5%,.
CCSC1=NC(C)(C)C=C(C)N1,-3.4%,-2.8%,2.0%
CCOP(=O)(c1ccc(N(C)C)cc1)C(O)c1c(Cl)cccc1Cl (stereo unspecified),-11.9%,-6.1%,-2.4%
COc1cc(/C=N/NC(=O)c2cccc(N3CCCC3=O)c2)ccc1O,-9.2%,-9.8%,-3.0%
COc1cc(NC(=O)c2ccco2)c(OC)cc1NC(=O)c1cc(OC)c(OC)c(OC)c1,20.6µM*,?,-1.9%
COc1ccccc1C(=O)COC(=O)Cc1n[nH]c(=O)c2ccccc12,-27.3%,1.1%,-3.0%
O=C(COC(=O)c1ccccc1O)NC(=O)NCc1ccccc1,-8.1%,-28.1%,2.6%
CNC[C@H]1OCc2cnnn2CCCC(=O)N([C@H](C)CO)C[C@@H]1C,14.2%,6.4%,.
CC(C)CN1CCC(=O)N([C@H](CO)Cc2ccccc2)CC1,-13.0%,8.3%,-2.0%
Cc1cccc(CN2CCC(CNC(=O)Nc3ccccc3F)CC2)c1,-28.9%,-23.6%,.
COC(=O)c1c(NC(=O)CSc2n[nH]c(N)n2)sc(C)c1C,0.4%,5.4%,-0.2%

Only GCN5L2 inh, for 2 of the compounds above:
SMILES | GCN5L2 inh
Cn1c(=O)c(C(=O)Nc2ccccn2)c(O)c2ccccc21 | -10.5%
COc1ccc(S(=O)(=O)Cc2ccc(C(=O)N3CCN(C4CCCCC4)CC3)o2)cc1 | 0.3%

(further entries)
smiles,TDP1 cell noCPT,TDP1 cell CPT,GCN5L2 inh
O=c1c2ccccc2nnn1CSc1ccccc1F,?,?,-4.0%
Cc1ccc(CC2(O)CC(C)N(C)CC2C)c(C)c1 (stereo unspecified),-19.0%,2.7%,1.6%
Nc1nccc(/C=C/c2c(Cl)cccc2Cl)n1,?,-9.4%,-11.5%
Cc1ccc(CNC(=O)c2nn(C)c3c2CSc2ccc(C)cc2-3)cc1,?,?,-20.1%
O=C(/C(=C/O)N=Nc1ccccc1)c1cccs1,?,?,-22.6%
Brc1nc2ncnc(NCc3ccco3)c2[nH]1,-25.7%,-15.7%,.
COc1ccc(N=C2C(=O)Nc3ccc(C)c(Br)c32)cc1,?,?,-4.4%
O=[N+]([O-])c1ccc2c(c1)C(O)n1nc(-c3ccccc3)nc1S2 (stereo unspecified),-9.0%,-0.1%,-15.2%
CCOc1ccc(OCC)c(S(=O)(=O)n2ccnc2C)c1,-11.9%,-13.4%,-0.1%
COC(=O)CC1C(C)(C)C2(O)OC34CC2C(=O)[C@@]1(C)C3CC[C@]1(C)C4=CC(=O)OC1c1ccoc1 (stereo partly specified),?,?,3.2%
CCOC(=O)c1c(Nc2ccc(OCC)cc2)nnc(-c2ccccc2)c1-c1ccccc1,20.6µM*,14.6µM*,-3.1%
C=CCSc1nc2sc3c(c2c(=O)n1CC)CCC3,?,-8.3%,-9.8%
Cc1ccc(-n2nc3c(N4CCC(C(=O)NCCc5cccs5)CC4)nnc(C)c3c2C)cc1,29.1µM*,25.9µM*,-11.5%
Cc1onc(-c2c(F)cccc2Cl)c1C(=O)OCc1nnc(-c2ccccc2)o1,?,-26.5%,-3.2%
CCC(C)CN1C(=O)CSCC1(C)C(=O)Nc1c(C)cccc1C (stereo unspecified),15.9%,11.3%,.
COC(=O)C(=Cc1ccc(-c2ccsc2C(=O)OC)o1)C(=O)OC,?,-19.1%,-2.5%
Cc1nn2c(NCc3cccnc3)c3c(nc2c1-c1ccccc1)CCC3,?,?,-5.7%
CC(C)(C)C(=O)Nc1ccc(Cc2ccncc2)cc1,-29.0%,-3.5%,.
CCCCCCCC1CC(/C(C)=N/NC(N)=O)OC1=O (stereo unspecified),?,18.4µM*,-4.0%
O=C(Nc1cccc(C(=O)N2CCN(Cc3ccccc3)CC2)c1)c1ccccc1,?,?,-0.3%

The final 2 entries of the part above come first, to join the parts:
smiles,TDP1 cell noCPT,TDP1 cell CPT,GCN5L2 inh
CCCCCCCC1CC(/C(C)=N/NC(N)=O)OC1=O (stereo unspecified),?,18.4µM*,-4.0%
O=C(Nc1cccc(C(=O)N2CCN(Cc3ccccc3)CC2)c1)c1ccccc1,?,?,-0.3%
CCCc1nn2c(=O)cc(COC(=O)c3ccccc3NC(=O)c3cccs3)nc2s1,-10.6%,-11.2%,13.1%
CCN(Cc1ccccc1)C(=O)c1oc2ccc(S(=O)(=O)N3CCOCC3)cc2c1C,-26.2%,?,-3.0%
Cc1oc2ccc(O)c(CN3CCC(C)CC3)c2c1C(=O)Nc1ccccc1,?,14.6µM*,0.7%
Cc1cccc(N(CC(=O)N/N=C/c2ccc(C(=O)O)cc2)S(=O)(=O)c2ccccc2)c1C,?,22.1%,.
CCOC(=O)/C=C/C(=O)Nc1ccc(S(=O)(=O)Nc2cc(OC)nc(OC)n2)cc1,-2.6%,0.3%,.
O=C1CN(C(=O)c2ccccc2Br)C(c2ccc(F)cc2)c2cc(F)ccc2N1 (stereo unspecified),-28.7%,4.1%,-2.8%
Cc1ccc(NC(=O)c2cc(S(=O)(=O)N3CCC(C)CC3)cn2C)cc1Cl,-12.5%,-13.9%,-7.0%
Cc1ccccc1OCCC(=O)OCC(=O)Nc1ccc(N2CCOCC2)cc1,?,16.4µM*,-0.7%
Cc1c(NS(=O)(=O)c2cc(C(=O)NCCc3ccc(F)cc3)cc(Cl)c2Cl)c(=O)n(-c2ccccc2)n1C,?,-26.0%,-6.5%
O=C(CSc1ccc2c(c1)OCCO2)NC(=O)Cc1ccccc1,-23.9%,-4.5%,1.9%
COC(=O)c1ccc2c(=O)n(CCCCCC(=O)NCc3ccc4c(c3)OCO4)c(=O)[nH]c2c1,-24.3%,?,-10.2%[0.501 µM]
COc1ccc(S(=O)(=O)N2CCC(C(=O)N3CCCC3)CC2)cc1,?,-3.4%,-5.2%
COc1ccc(/C=C2\C(=O)c3ccccc3OC2c2ccccc2)cc1 (stereo unspecified),?,?,-15.3%
CN1N=C(C(=O)N2CCOc3ccc(CN4CCCC(C(=O)c5cccnc5)C4)cc3C2)CCC1=O (stereo unspecified),?,3.8%[9.04 µM],.
Cc1cccc(C(=O)N/C(=C\c2ccc(C)o2)C(=O)O)c1,-15.0%,-5.8%,-4.9%
Cc1ccnc2nc(C(=O)Nc3nnc(CC(C)C)s3)nn12,-5.3%,-16.7%,-2.1%
COC(=O)[C@@H]1C[C@]2(Br)c3ccccc3N(S(=O)(=O)c3ccccc3)[C@@H]2N1C(=O)OC,?,?,.
CCc1cc(C(=O)N2CCCc3ccccc32)sc1C,-22.5%,?,.
CC(c1ccco1)N(C(=O)c1ccc(Cl)c([N+](=O)[O-])c1)c1ccccn1 (stereo unspecified),20.6µM*,20.6µM*,-4.0%
COc1ccc(Cn2cc(CN3CC(N4CCN(Cc5ccccc5F)CC4)CS3(=O)=O)nn2)cc1 (stereo unspecified),20.6µM*,?,.
COC(=O)c1[nH]c2cccc(OC)c2c1NC(=O)CN1CCOCC1,-32.0%,-16.1%,-8.4%
CN(c1ccccc1)c1ccc(/C=N/N2CCOCC2)cc1,-15.8%,2.3%,-6.1%
COc1cc(/C=N/NC(=O)C(=O)NCC2CCCO2)ccc1O (stereo unspecified),-2.8%,6.7%,0.3%
CCOc1ccccc1N(C)S(=O)(=O)c1ccc2c(c1)CCN2C(=O)CCC(=O)O,13.6%,-21.5%,3.5%
C=C(C)C(COc1c2occc2cc2ccc(=O)oc12)OC(C)(C)C(O)COc1c2occc2cc2ccc(=O)oc12 (stereo unspecified),14.6µM*,13µM*,-2.1%
O=c1c(-c2ccc(O)cc2)coc2c([C@@H]3O[C@H](CO)[C@@H](O)[C@H](O)[C@H]3O)c(O)ccc12,-5.2%,0.1%,-5.0%
CCOc1ccc(OCCN2C(=O)c3ccccc3C2=O)cc1,2.5%,-4.2%,-18.3%
O=C(N/N=C/c1coc2ccc(Cl)cc2c1=O)c1ccncc1,?,?,0.1%
CCOc1ccc(CN(CC)C(=O)Cc2c[nH]c3ccccc23)cc1OC,14.6µM*,?,-3.7%
CCOc1ccccc1CN1CCCC(CNC(=O)Cc2ccc(OC)cc2)C1 (stereo unspecified),-0.1%,-9.4%,1.1%
CCC(C)(C)NC(=O)C(c1cccnc1)N(C(=O)c1csnn1)c1ccc(C)cc1 (stereo unspecified),-23.7%,-1.0%,3.7%
COc1ccc(NCCC(O)c2ccc(Cl)cc2)cc1 (stereo unspecified),-8.7%,8.9%,?
c1ccc(CCc2ccccc2-c2nc(-c3ccccn3)no2)cc1,?,?,-7.2%
O=C(COC(=O)c1ccc(Cl)nc1)Nc1ncc(Cl)cc1Cl,-1.2%,-0.8%,-13.4%
CC(C)Oc1ccc(CNC(=O)c2ccc3nc(SCc4ccc(F)cc4)n(C)c3c2)cc1,?,-19.1%,6.5%
Cc1cc(O)c(N=Nc2ccc(C(=O)O)cc2)cc1C,-11.4%,-10.2%,.
CCCCCOc1ccc(CN2CCOCC2)cc1Cl,-18.7%,-24.5%,-20.7%
COc1ccc(-c2c(C)c3ccc(O)c(CN4CCCCC4C)c3oc2=O)cc1OC (stereo unspecified),?,?,-20.2%
Cc1oc(-c2cccs2)cc1C(=O)N1CCC(C)(C(=O)NS(=O)(=O)C2CC2)C1 (stereo unspecified),0.9%,4.2%,.
O=C(CN(Cc1ccc2c(c1)OCO2)C(=O)CNS(=O)(=O)c1ccccc1)NCc1ccco1,-29.5%,-6.6%,-8.3%
CC1CCN(C(=O)COC(=O)c2ccc3c(c2)OCO3)CC1,-14.6%,-1.7%,-15.0%
CCOc1ccc(NC(=O)Cn2nnc(-c3ccc(C(N)=O)cc3)n2)cc1S(=O)(=O)N1CCCC1,?,?,-1.1%
CSc1ncccc1C(=O)N1CCCC(CCC(=O)NCc2ccccc2F)C1 (stereo unspecified),1.9%,-15.0%,0.3%
CC(C(=O)c1ccccc1)[n+]1cccc(Br)c1 (stereo unspecified),?,?,-0.7%

Shown with two lines to a compound: part of the list above.
Every second line gives: TDP1 cell noCPT	TDP1 cell CPT	GCN5L2 inh
COC(=O)c1c(NC(=O)CSc2n[nH]c(N)n2)sc(C)c1C
  0.4%	5.4%	-0.2%
CC1CCN(C(=O)COC(=O)c2ccc3c(c2)OCO3)CC1
  -14.6%	-1.7%	-15.0%
O=[N+]([O-])c1ccc2c(c1)C(O)n1nc(-c3ccccc3)nc1S2 (stereo unspecified)
  -9.0%	-0.1%	-15.2%
CC(C)CN1CCC(=O)N([C@H](CO)Cc2ccccc2)CC1
  -13.0%	8.3%	-2.0%
Cn1c(=O)c(C(=O)Nc2ccccn2)c(O)c2ccccc21
  ?	?	-10.5%
